Autophagy HCS = alters autophagy in cells; MEF GFP-LC3 puncta imaging; test concentration mostly 10 µM; calls only at 10 µM (by protocol); 190,000 tested, 0.98% active; AID 463193;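 active means percentage of spot-positive cells more than 3 SD above its plate mean, without a fluorescence outlier flag or 80% toxicity; inconclusive means no clear call, values can overlap the other calls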;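 further: spot-positive cell cutoff set from DMSO-treated cells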
NOD1 NF-kB reporter = NOD1 signaling inhibitors, primary screen, cell-based, luminescence, uHTS (AID 1578) | NOD1-driven NF-kB luciferase reporter cells, luminescence; higher % means a stronger effect | one-dose inhibition, % at 4 µM; EC50 in µM for titrated hits | 290,000 tested, 1% active; in the data active means inhibition mostly above about 36%, no sharp cut-off; inactive means mostly below about 34%;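 further: HEK-293T reporter cells stimulated with the NOD1 agonist gamma-tri-DAP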
HEK293 NOD2/NF-kB = NOD2 signaling inhibitors, cell-based, luminescence, uHTS, HEK293 (AID 1566); 290,000 tested, 0.63% active; inhibition, % at 4 µM; hits with a dose series show EC50 in µM; HEK293 NOD2/NF-kB luciferase reporter, luminescence; higher % means a stronger effect; in the data active means inhibition above about 50%; further: many of its hits are not listed in these tables
Dynein cargo inh = dynein cargo transport inhibition; AID 1381; z-score, hits read low; 220,000 tested, 0.47% active; 3617.4 mouse cells, GR-EGFP nuclear translocation imaging; test concentration mostly 20 µM; stimulated with dexamethasone, 1 µM; stronger effect = lower value;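 active means plate z-score of nuclear minus cytoplasmic receptor signal below a set negative limit, without overly bright fluorescence or cell loss, cut at about -3.5 in these data, passing the limit was not always enough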;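 further: z-score of nuclear minus cytoplasmic ring GR-EGFP intensity difference per well; some compounds called inactive have numbers as strong as hits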
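Medium: Induction medium lacking tetracycline, stripped serum | Probe or stimulus: 1.0 µM final dexamethasone stimulus | Schedule: 48 h induction, then 1 h compound, then 30 min agonist, 37 °C | Signal: Automated 10x imaging of fixed Hoechst-stained cells | Evaluation: Per-cell GR-EGFP intensity, nucleus versus surrounding cytoplasmic ring, well-averaged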
Yfh1-off respiration = mitochondrial function rescue without frataxin homolog – Friedreich's ataxia, plus single-dose screen, dose response (AID 1465); fold induction at 50 µM; hits with a dose series show EC50 in µM; S. cerevisiae Yfh1-off respiration, WST-1 reduction, 72 h; higher fold induction means a stronger effect; 220,000 tested, 0.074% active;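 active means fold induction of absorbance versus untreated yeast above a set limit, then at least 30% activation at any dose in follow-up; inconclusive means repeats straddling the limit, or above it without dose testing; inactive means fold induction below the set limit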;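 further: activators that raise dye reduction in frataxin-depleted yeast; strong numbers were not always called active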
M17LAP inhibition = P. falciparum M17LAP inhibitors, primary screen, biochemical, fluorogenic H-Leu-NHMec substrate, 1536-well (AID 1619); recombinant M17LAP, H-Leu-NHMec fluorogenic kinetic assay; higher % means a stronger effect; one-dose inhibition, % at 30 µM; IC50 in µM for titrated hits; 220,000 tested, 0.38% active;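 active means compound inhibiting the enzyme by more than half at any dose during confirmatory dose-response retesting; inconclusive means strong single-dose inhibitors picked by rank but not retested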;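 further: plate controls were full reaction with DMSO carrier for no effect and no enzyme background for full effect; strong numbers were not always called active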
Ins promoter up = MIN6 insulin promoter up-regulation | 190,000 tested, 0.3% active | MIN6 insulin promoter-GFP reporter, high-content imaging; stronger effect = higher value | z-score at 5 µM;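 active means z-score above 3 at 5 µM with at least 500 cells counted in the well; inconclusive means wells under 500 cells, flagged as cytotoxic or low count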
MT stabilize HCS = microtubule stabilizers in HeLa cells | HeLa tubulin immunostaining HCS, 24 h; share of cells brighter than vehicle mean+2SD | % tubulin-high responders, % at 10 µM | 200,000 tested, 0.83% active;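 active means plate Z-score above 3 for both tubulin-high and condensed-nucleus cell shares, with cell loss under 80%, at 10 µM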;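 further: anti alpha tubulin signal scored within the nucleus-defined area of each cell; some results filed as inactive read as strong as hits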
bCat nuc transl = beta-catenin nuclear translocation modulation | nuclear translocation activity, % at 5 µM | AID 1665 | 190,000 tested, 0.3% active | HeLa beta-catenin nuclear translocation, immunofluorescence imaging;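 active means nuclear translocation activity above 50% at 5 µM, with a well cell count of 50 or more; inconclusive means wells under 50 cells across six images, flagged as toxic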;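 further: per-cell ratio of nuclear to cytoplasmic median beta-catenin stain intensity; plate controls were DMSO negative control for no effect and GSK-3 inhibitor IX positive control for full effect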
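System: Human HeLa cells, endogenous beta-catenin | Compound dosing: 5 µM primary, 0.02–20 µM confirmation | Timing: 24 h compound exposure at 37°C, 5% CO2 | Measured by: Fluorescence imaging of beta-catenin antibody stain plus DAPI | Read-out basis: % activation of per-cell nuclear versus cytoplasmic median beta-catenin signal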
Dynein cargo inh cytoplasmic EGFP = further read-out of Dynein cargo inh, marked with its call; z-score; measured here: cytoplasmic GR-EGFP intensity; stronger effect = higher value
Dynein cargo inh nuclear GR-EGFP = further read-out of Dynein cargo inh, marked with its call; z-score; measured here: nuclear GR-EGFP intensity;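 lower value marks the stronger effect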
Dynein cargo inh cell count = recorded beside Dynein cargo inh, whose call it bears; z-score; measured here: cell count per field
Ins promoter up cell count = second read-out of Ins promoter up, no call of its own (marks repeat the call); cell count; measured here: cytotoxicity, nuclei count;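 total cells summed across four imaged fields per well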
bCat nuc transl cell count 5 µM = recorded beside bCat nuc transl, whose call it bears; cell count; measured here: cell count, cytotoxicity flag
MT stabilize HCS Hoechst-high % = also measured in MT stabilize HCS; calls as there; % Hoechst-high responders; measured here: nuclear condensation Hoechst responders;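 share of cells brighter than vehicle mean plus two SD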
MT stabilize HCS cytotoxicity % = also measured in MT stabilize HCS; calls as there; toxicity, %; measured here: cytotoxicity by cell density;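 0% = mean cell density of plate MIN control wells and 100% = no cells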
Autophagy HCS cell loss 18 h = recorded beside Autophagy HCS, whose call it bears; toxicity, %; measured here: cell loss, nuclei count;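 cell loss after 18 h compound exposure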
Starred values were filed as active, the others as inactive; i = inactive; ? = inconclusive; · = no result given. This is a subset; the hit share may differ from the screen's.

Under each structure – Dynein cargo inh	Dynein cargo inh cytoplasmic EGFP	bCat nuc transl cell count 5 µM	MT stabilize HCS cytotoxicity %	Dynein cargo inh cell count	Ins promoter up cell count	Ins promoter up	bCat nuc transl	M17LAP inhibition	MT stabilize HCS Hoechst-high %	Autophagy HCS	Autophagy HCS cell loss 18 h	MT stabilize HCS	HEK293 NOD2/NF-kB	NOD1 NF-kB reporter	Dynein cargo inh nuclear GR-EGFP	Yfh1-off respiration
> O=C1OCCC1Sc1nc(-c2ccccc2)cs1 (stereo not given)
→ -0.26	-0.19	1056	6.4	-0.58	1747	0.91	-0.8	-1%	2.3	i	-2	3.9	13%	-9%	-0.34	i
> CC(C)S(=O)(=O)C/C(N)=N/OC(=O)c1cc(Cl)cc(Cl)c1
→ 0.4	-0.24	1353	·	0.89	1310	-0.08	-0.5	-9%	·	·	·	·	4%	-3%	-0.049	i
> O=C(O)CC1CCC(=C(Cl)Cl)C1 (stereo not given)
→ -4.8*	1.3*	1150	6.5	0.4*	1403	-0.25	0.9	-6%	3.7	i	-8	2.6	-1%	16%	-2.3*	i
> Cc1ccc(NC(=S)N2CCC(N(C)CC3CCCO3)CC2)c(C)c1 (stereo not given)
→ 0.035	-0.36	·	5.7	0.51	881	-0.66	·	-7%	1.3	i	0	1.5	-18%	-22%	-0.12	i
> Cc1ccc(NC2=C(N3CCOCC3)C(=O)c3ccccc3C2=O)cc1
→ 2	-0.34	1074	6.0	-1.1	1774	-0.67	0.0	-7%	1.1	i	44	0.6	-91%	-20%	1.4	i
> COCCNC(=O)c1csc2c1CCCC2
→ -0.61	-0.18	910	3.3	0.093	1374	-0.02	-2.1	1%	2.7	i	8	5.9	-4%	-29%	-0.058	i
> O=C(O)c1ccc(-n2c(-c3ccccc3)n[nH]c2=S)cc1
→ 0.22	-0.21	1239	1.1	1.6	1159	1.6	-2.7	0%	1.5	i	0	1.6	6%	-3%	0.14	i
> Cc1cc(S(=O)(=O)NC(C)C)ccc1OCC(=O)Nc1ccc2c(c1)OCCO2
→ -0.12	-0.3	1090	10	0.4	1547	0.18	-0.1	12%	2.7	i	-7	3.7	2%	-12%	0.023	i
> CN1C(=O)C2C(c3ccc(N(C)C)cc3)NN(Cc3ccccc3)C2C1=O (stereo not given)
→ -0.15	-0.16	1046	9.3	0.17	1618	-0.18	-5.4	2%	1.7	i	23	1.3	3%	-33%	-0.068	i
> COCCNC(=S)NNC(=O)CSCc1ccc(Cl)cc1Cl
→ -0.1	-0.3	1057	6.6	0.59	1453	0.05	-4.8	8%	1.9	i	25	4.2	-22%	-40%	-0.062	i
> CC1CCCC(NC(=O)CN(C)S(=O)(=O)c2cccc3cccnc23)C1C (stereo not given)
→ 0.2	-0.21	1135	11	-0.15	914	1.2	-1.4	-7%	2.4	i	16	3.6	2%	-2%	0.15	i
> COc1cc(/C=C/c2sc3ccccc3[n+]2CCCS(=O)(=O)[O-])ccc1O
→ 1.5	-0.23	918	9.3	-1.1	1641	-0.26	6.1	18%	1.7	i	8	4.0	5%	-23%	1.1	?
> CCN(CC)S(=O)(=O)c1cccc(NC(=O)c2cc(-c3cccs3)nn2-c2ccccc2)c1
→ -0.78	-0.3	981	7.8	1.2	1000	-0.36	0.4	2%	3.8	i	4	2.0	9%	19%	-0.84	i
> O=S(=O)(c1ccccc1)C1(S(=O)(=O)c2ccccc2)CCCC1
→ 1.2	-0.23	1080	4.0	0.34	1193	-0.26	0.6	1%	1.7	i	9	6.4	22%	-8%	0.87	i
> O=C(C1CC1)N1CCc2[nH]c3ccccc3c2C1
→ 0.1	-0.25	·	2.6	0.52	·	·	·	7%	2.1	i	3	4.5	5%	-15%	-0.15	i
> COc1ccc(C2CC(C(F)(F)F)n3nc(C(=O)NCCN4CCOCC4)cc3N2)cc1 (stereo not given)
→ -0.24	-0.24	1144	2.1	0.38	·	·	-0.8	0%	0.9	i	-56	2.6	10%	-8%	0.41	i
> C/C(=N\OC(=O)c1cccc(C(F)(F)F)c1)c1sc(-c2ccccc2)nc1C
→ -0.47	0.17	1096	6.0	0.44	1956	0.95	1.1	15%	2.2	i	-12	1.4	9%	-21%	-0.31	·
> Cc1ccc(/C=C/C(=O)OCC(=O)NC(C)C)o1
→ -1.3	0.12	1079	4.5	0.76	1298	-0.19	-0.1	4%	1.4	i	32	3.9	1%	-20%	-0.64	i
> Cc1cc(C)n(-c2nc(NC(C)(C)C)nc(NC(C)(C)C)n2)n1
→ -0.3	-0.14	1381	7.9	0.35	1066	-0.12	-1.9	-14%	2.3	i	2	2.4	-8%	42%	-0.3	i
> CCC(CO)NC(=O)c1cc2c(s1)CCC2 (stereo not given)
→ -0.29	-0.26	·	5.4	0.65	863	0.84	·	-7%	1.6	i	37	1.3	-4%	8%	-0.07	i
> O=C(NCC(O)c1ccc([N+](=O)[O-])cc1)C1CCCCC1 (stereo not given)
→ 0.39	-0.15	1158	6.1	-0.44	1287	1.2	0.8	-4%	2.6	i	1	2.7	12%	-10%	0.49	i
> O=C(CN1CCCCC1)Nc1ccccc1Oc1ccccc1
→ 0.14	-0.28	1251	·	0.1	1430	0.56	0.1	-1%	·	·	·	·	-19%	-15%	-0.2	i
> CCCCOc1ncnc2c1[nH]c1ccccc12
→ -0.4	0.073	878	9.5	-0.16	857	0.36	-3.4	-2%	1.0	i	-50	4.8	40%	49%	0.15	i
> COc1cc(-c2nc(CN3CCCCC3CCNC(C)=O)c(C)o2)ccc1F (stereo not given)
→ 0.53	-0.28	1336	·	0.78	1006	0.07	-0.8	8%	·	·	·	·	8%	-12%	0.72	i
> CCOC(=O)CSc1nnnn1-c1cc(OC)c(Cl)cc1OC
→ -1.1	-0.3	·	5.6	-0.16	·	·	·	2%	1.2	i	19	6.9	-5%	21%	-0.22	i
> CCCCn1c(SCC(=O)Nc2nnc(CC)s2)nc2ccccc2c1=O
→ 0.72	-0.2	1111	6.0	0.69	1351	-0.05	-1.0	0%	2.0	i	21	4.1	-5%	-40%	0.7	i
> Cc1c(NC(=O)CSc2ccccc2C(=O)Nc2cccnc2)c(=O)n(-c2ccccc2)n1C
→ -0.2	-0.3	992	11	1.1	1473	0.46	-4.2	15%	2.4	i	0	4.0	9%	-10%	-0.19	i
> Cc1c(Cl)cccc1NC(=O)c1nc(C)n(-c2cc(OC(C)C)c(Cl)cc2Cl)n1
→ -0.72	-0.22	853	9.7	0.95	1417	-0.05	-2.7	1%	2.1	i	11	3.3	8%	-23%	-0.06	i
> COC(=O)c1ccc(NC(=O)c2ccccc2-c2ccccc2C(=O)O)cc1
→ -0.59	-0.1	1438	4.9	0.69	1610	1.1	-0.6	9%	2.0	i	21	2.5	-1%	-9%	-0.079	i
> O=C(Nc1ccc(Oc2ccccc2)cc1)C1CCCN(c2ncccn2)C1 (stereo not given)
→ -0.63	-0.2	1255	5.5	0.71	1052	-0.68	0.5	4%	1.2	i	-5	1.4	12%	5%	-0.14	·
> Cc1cc2nc(=O)c(/C=C3\C=Nc4ccccc43)c(N)n2o1
→ 2.8	0.6	1376	·	-1.7	·	·	-1.4	3%	·	·	·	·	14%	1%	1.7	i
> O=C(Nc1nnc(C23CC4CC(CC(C4)C2)C3)s1)c1ccco1
→ -0.61	-0.12	827	5.1	-0.23	1275	1.4	1.1	1%	2.1	i	-2	3.2	-122%	-16%	-0.54	i
> COc1ccc(C(=O)C2CCCN(Cc3c[nH]c4ccccc34)C2)c(OC)c1 (stereo not given)
→ -0.74	0.0082	1045	9.1	0.68	1379	-0.58	-0.5	-2%	1.5	i	16	2.1	7%	-4%	-0.5	i
> O=C(c1ccc(-c2ccc([N+](=O)[O-])cc2)o1)N1CCCCC1
→ -1.1	-0.098	1098	1.7	0.33	1347	-0.03	-0.6	28%	2.2	i	18	1.2	-81%	-23%	-0.73	i
> NN1C(=O)/C(=C\c2ccco2)SC1=S
→ -1	-0.21	1362	·	0.99	1388	0.38	1.2	43%	·	·	·	·	18%	-2%	-0.59	i
> CCOc1ccc(CCNC(=O)c2cc3ccccn3n2)cc1OCC
→ 2.4	0.37	·	7.6	-1.6	890	-0.53	·	17%	2.6	i	0	3.7	11%	5%	1.7	i
> O=C1C=CC2C(c3ccc4c(c3)OCO4)CC1N2Cc1ccccc1 (stereo not given)
→ -3.8*	0.73*	596	1.1	0.18*	1352	-0.18	-6.2	3%	4.2	i	-12	4.2	18%	-28%	-2.9*	i
> CCOC(=O)C(=CNc1cc(C)ccc1-n1cccc1)C(=O)OCC
→ 0.79	-0.2	1375	·	-0.17	1017	0.27	-1.8	·	·	·	·	·	11%	-5%	0.92	·
